# Lamin A splicing – LMNA splicing modulation | HeLa LMNA splicing GFP/RFP minigene ratio, 48 h | Potency, µM (top dose mostly 46.1 µM), inactives show top-dose ratio change, negative = inhibition, hits mostly inhibitors | 200,000 compounds, 0.01% hits | AID 1487; active means well fitted inhibition curve with a large enough effect in the signal ratio, with a control signal flat, not every such curve was filed as active; inconclusive means small, poorly fitted or top-dose-only effect, or effect the other way, or a change in a side signal; the % refers to the signal ratio; further: potency means the concentration at half of the fitted maximal effect; on the % scale 0 is the no-effect control and ±100 the full control effect
#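 S3 HeLa cells stably expressing lamin A-EGFP splicing minigene plus DsRed2, 600 cells/well, 48 h compound exposure at 37C. Laser-scanning cytometry; analysed as GFP (500-530 nm)/RFP (575-640 nm) total intensity ratio; 0.5% DMSO vehicle.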
# Epigenetic derep – derepresses silenced GFP reporter in murine cells | murine LDR cells, GFP reporter derepression, 30 h | Potency, µM (series often up to 53.9 µM), without a hit: at the top dose GFP activation, hits mostly activators | 280,000 compounds, 0.2% hits; further: potency means the concentration at half of the fitted maximal effect; % of control where 0% means no effect; nearly all actives have a fitted effect of over 60% in size
#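 In this reporter-derepression format, murine cells bearing a silenced integrated CMV-GFP locus incubate with test compound (30 h, 37 C), then are washed and imaged; fluorescent objects of 20–120 um count as induced cells.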
# GLA spleen mod – alpha-galactosidase A (human) modulation | P06280 | human spleen homogenate, 4MU-alpha-Gal fluorescence, 40 min | Potency, µM (doses to about 80 µM), for inactives: top-dose activity change, negative = inhibition, usual class: inhibitors | 240,000 compounds, 0.008% hits;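 further: potency means the concentration at half of the fitted maximal effect; 0% = enzyme with vehicle and -100% = no enzyme basal signal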
# Target sequence (P06280 32-429 limits assumed): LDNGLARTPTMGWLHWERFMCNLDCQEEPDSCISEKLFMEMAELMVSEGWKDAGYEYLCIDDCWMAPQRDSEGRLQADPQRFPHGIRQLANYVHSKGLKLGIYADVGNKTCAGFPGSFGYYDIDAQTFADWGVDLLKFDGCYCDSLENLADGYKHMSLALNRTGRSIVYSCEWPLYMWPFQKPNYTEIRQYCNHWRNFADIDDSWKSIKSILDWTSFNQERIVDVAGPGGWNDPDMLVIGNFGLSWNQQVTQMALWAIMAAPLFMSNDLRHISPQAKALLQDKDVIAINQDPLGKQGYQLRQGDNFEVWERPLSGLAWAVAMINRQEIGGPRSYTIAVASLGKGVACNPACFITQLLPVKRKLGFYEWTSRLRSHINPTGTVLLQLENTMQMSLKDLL
#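 Inhibition or activation of alpha-galactosidase in human spleen homogenate is scored by 4-MU fluorescence after 40 min at 37C, pH 5.0, with 1 mM substrate. AC50s come from concentration-response fitted to the Hill equation.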
# KinaseGlo FLuc – counter-screen: inhibitors of Kinase-Glo firefly luciferase. AID 1379. 200,000 compounds, 0.28% hits. Kinase-Glo luciferase, ATP luminescence, 8 min. Potency, µM (series often up to 38.3 µM), inactives show at the top dose activity change, negative = inhibition, most hits filed as inhibitors; further: potency means the concentration at half of the fitted maximal effect; on the % scale 0 is the no-effect control and ±100 the full control effect; nearly all actives have a fitted effect of over 60% in size
#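 Luminescence was the read-out, taken after 8-minute incubation at ambient temperature. Luciferase turned over luciferin with 10 uM ATP in imidazole pH 7.2 buffer containing KCl, MgCl2, Tween 20 and BSA.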
# NPSR antag – neuropeptide S receptor (human) antagonism, cAMP; CHO-NPSR cells, cAMP TR-FRET, antagonist mode; Potency, µM (series often up to 38.3 µM), for the others: at the top dose activity change, negative = inhibition, usual class: inhibitors; Q6W5P4; 220,000 compounds, 1% hits; AID 1461; further: potency means the concentration at half of the fitted maximal effect; on the % scale 0 is the no-effect control and ±100 the full control effect; nearly all actives have a fitted effect of over 50% in size; many of its hits are not listed in these tables
# IMPase Li cell – cell-permeable IMPase inhibitors with lithium potentiation | CHO-M1 cells, IP1 TR-FRET (IP-One), carbachol + lithium | Potency, µM (titrated, usually from 59.4 µM), for the others: at the top dose activity, negative = IMPase inhibition, usual class: inhibitors | 210,000 compounds, 0.35% hits;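 further: IP1 builds up when IMPase is blocked and the TR-FRET signal falls; potency means the concentration at half of the fitted maximal effect; plate controls were basal vehicle for no effect and high inhibitor control for full effect; nearly all actives have a fitted effect of over 50% in size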
#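 Lithium-sensitised IP1 accumulation assay; M1-expressing CHO cells treated 30 min at 37C with compound. Competitive antibody detection by time-resolved FRET followed a 10 min room-temperature lysis step.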
# CBFb-RUNX1 inh – blocks binding between human CBF-beta and RUNX1; Potency, µM (titrated, usually from 59.8 µM), inactives show at the top dose activity, negative = inhibition, most hits filed as inhibitors; 230,000 tested, under 10 active; AlphaScreen CBFb-His/RUNX1-biotin binding, biochemical; further: % of control where 0% means no effect
# Target sequence (Q01196 whole entry, looked up): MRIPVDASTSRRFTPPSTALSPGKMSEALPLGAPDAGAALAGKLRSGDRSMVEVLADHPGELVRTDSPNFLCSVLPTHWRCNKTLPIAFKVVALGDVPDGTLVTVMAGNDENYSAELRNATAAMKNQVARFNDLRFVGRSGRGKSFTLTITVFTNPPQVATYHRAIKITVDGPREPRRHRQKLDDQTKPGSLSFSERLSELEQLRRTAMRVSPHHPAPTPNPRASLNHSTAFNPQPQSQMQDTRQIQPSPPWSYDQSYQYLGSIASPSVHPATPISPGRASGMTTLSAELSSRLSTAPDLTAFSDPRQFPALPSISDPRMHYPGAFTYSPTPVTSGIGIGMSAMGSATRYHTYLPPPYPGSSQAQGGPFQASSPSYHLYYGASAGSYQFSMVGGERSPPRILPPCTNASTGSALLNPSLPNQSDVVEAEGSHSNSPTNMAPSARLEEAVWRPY
# Target sequence (Q13951 whole entry, looked up): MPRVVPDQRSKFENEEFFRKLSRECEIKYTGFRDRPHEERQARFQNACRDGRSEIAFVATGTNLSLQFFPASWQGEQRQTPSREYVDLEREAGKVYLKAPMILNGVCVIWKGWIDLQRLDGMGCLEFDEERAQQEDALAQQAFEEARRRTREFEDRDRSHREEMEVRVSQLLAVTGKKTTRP
#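 Interaction loss through any mechanism counts as activity. Pre-formed complex of His-CBF-beta and biotin-RUNX1 (30 nM apiece) is incubated with compound 15 min, then with 50 ng nickel and 50 ng streptavidin beads for 90 min before AlphaScreen detection.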
# An asterisk follows results filed as active; ? = inconclusive; . = not tested or not shown; [ ] = remark or other dose. Unless noted, the call rests on the fitted dose curve; in most records, active means well fitted curve in the direction sought with a large enough effect; inconclusive means small, poorly fitted or top-dose-only effect, or another doubt; inactive means no such curve, though single readings can be large; an effect the other way counts as inactive or inconclusive.
Molecule,Lamin A splicing,Epigenetic derep,GLA spleen mod,KinaseGlo FLuc,NPSR antag,IMPase Li cell,CBFb-RUNX1 inh
O=C(COC(=O)c1cnccn1)c1ccc(Cl)cc1,?,-0.2%,3%,-4%,4%,-1%,4%
CC(C)/C=N/Nc1nc2c(c(=O)n(C)c(=O)n2C)n1C,.,1.0%,-1%,.,-15%,.,4%
CCCn1nc2cc(C(=O)N(CC)c3ccc(OC)cc3)ccc2c1OCC,0%,-2.6%,1%,-1%,-13%[46.1 µM],-20%[38.3 µM],0%
CCOC(=O)CN/C=C(\C#N)c1ccc(F)cc1,-4%[46 µM],-1.9%[10.1 µM],-2%,-1%,-1%,3%,-2%
O=C(COC(=O)C1CC2C=CC1C2)Nc1cccc(S(=O)(=O)N2CCOCC2)c1 (configuration not stated),.,-0.4%,1%,.,0%,.,1%
O=C(CCN1C(=O)C2C3C=CC(C3)C2C1=O)NCCc1ccccc1 (configuration not stated),-5%,0.0%,-4%,-1%,-2%[46.1 µM],3%,7%
COc1ccccc1C(=O)Nc1ccc(S(=O)(=O)NC2=NCCCCC2)cc1,.,-1.7%,-5%,2%,-3%,11%,-11%
Cc1onc(-c2ccccc2)c1CNC(=O)Nc1ccccc1,.,4.1%,2%,.,-5%,.,4%
Cc1ccc(SCc2nn(C)c(Cl)c2C=O)cc1,0%[46 µM],-1.4%,-1%,-9%,-13%,11%,8%
CC1CCc2nc(/C(C#N)=C/c3ccncc3)sc2C1 (configuration not stated),-20%[46 µM],?,-5%,1%,-16%,0%,3%
COc1ccccc1OCCC(=O)OCCN1C(=O)c2ccccc2C1=O,0%,-0.8%,-11%,0%,-6%[46.1 µM],-3%[38.3 µM],7%
Cc1ccc2cc(C(c3nnnn3CC3CCCO3)N3CCc4ccccc4C3)c(=O)[nH]c2c1 (configuration not stated),8%,2.7%,1%,1%,-8%[46.1 µM],16%[38.3 µM],10%
COc1ccc(-c2nc3cnc(Nc4cccc(OC)c4)nc3n(CCC#N)c2=O)cc1,.,.,-8%,-6%,.,-4%,.
NC(=O)c1cc(-c2ccccc2)nc2ccc(Br)cc12,.,-1.0%,0%,.,-42%,.,7%
COc1ccc(-c2nnc(-c3cc4ccccc4oc3=O)o2)cc1,-6%,0.8%,-1%,4%,14%[46.1 µM],1%,-2%
Cn1c(=O)c(-c2ccc(Cl)cc2)nc2cnc(Nc3ccccc3)nc21,8%,.,-3%,.,.,1%,.
CCOC(=O)N1CCC(NC(=O)c2cc(S(=O)(=O)N3CCC4(CC3)OCCO4)ccc2F)CC1,?,-1.0%,-9%,.,6%[46.1 µM],.,8%
O=S(Cc1ccc(Cl)cc1)CC(O)(c1ccccc1)c1ccccc1 (configuration not stated),-24%,-1.0%,-2%,1%,-14%[46.1 µM],1%[38.3 µM],1%
O=C(COC(=O)C1=COCCO1)NCc1ccc(Cl)cc1,6%[46 µM],-0.8%,-1%,4%,3%,2%,-13%
COc1ccccc1NC(=O)Cn1cncc1-c1ccc([N+](=O)[O-])cc1,?,0.0%,-10%,-3%,-19%[46.1 µM],4%[38.3 µM],3%
CCN1C(=O)/C(=C/C=C2/SCCN2C)SC1=S,12%,-1.2%,5%,-18%,-18%[46.1 µM],1%[38.3 µM],-6%
O=C(CSc1ncccn1)NCc1ccc(Cl)cc1,.,-6.3%,4%,-2%,10%,3%,-2%
CN(Cc1ccncc1)C1CC(=O)N(c2ccc(F)cc2)C1=O (configuration not stated),.,-1.3%,0%,1%,14%,0%,5%
O=C(O)c1ccc(Nc2nc(-c3ccccc3)cs2)cc1,.,-0.1%,10%,3%,-26%,-13%,-10%
Cc1ccc(S(=O)(=O)NNC(=O)Nc2ccc(Cl)c(Cl)c2)cc1,?,4.6%,7%,0%,-6%,-11%,0%
CCOc1cccc(C(=O)NC(=S)Nc2ccccc2)c1,5%,0.9%,4%,1%,-3%,9%,1%
CCCCOC(=O)C1=C(C)Nc2ncnn2C1c1ccc(OC)c(OC)c1 (configuration not stated),?,-3.3%,-7%,.,-17%[46.1 µM],.,3%
COc1ccc(-c2cc(C(F)(F)F)n3ncc(C(=O)N(C)Cc4ccccc4)c3n2)cc1,.,-1.0%,7%,-3%,?,-3%,?
C#CCOCCOCCOCCNc1nc(N2CCOCC2)nc(N2CCN(C(=O)[C@H](Cc3cc4ccccc4[nH]3)n3cc([C@@H](N)CC(C)C)nn3)CC2)n1,.,-1.5%,-9%,.,-11%,5%,2%
O=C(Nc1ccccc1)N1CCN(c2ccc(C(F)(F)F)cn2)CC1,?,-1.3%,0%,17%,-13%[46.1 µM],13%[38.3 µM],2%

# Some entries already given with just IMPase Li cell and NPSR antag.
structure,IMPase Li cell,NPSR antag
O=C(O)c1ccc(Nc2nc(-c3ccccc3)cs2)cc1,-13%,-26%
COc1ccc(-c2nc3cnc(Nc4cccc(OC)c4)nc3n(CCC#N)c2=O)cc1,-4%,.

# (list continues)
Molecule,Lamin A splicing,Epigenetic derep,GLA spleen mod,KinaseGlo FLuc,NPSR antag,IMPase Li cell,CBFb-RUNX1 inh
Cc1cc(C)nc(N=Nc2c(O)n(Cc3ccc(Cl)cc3)c3ccccc23)n1,-9%,-3.0%,-1%,-5%,-60%,-2%,1%
C=CCn1c(COc2ccccc2)nnc1SCC(=O)C(C)(C)C,-18%,5.4%,-6%,-2%,-15%[46.1 µM],40%[activator][38.3 µM],14%
CC(=O)N1CCC[C@@]2(CCN(C(c3ccccc3)c3ccccc3)C2)C1,.,.,1%,-1%,.,-1%,.
O=C(NNS(=O)(=O)c1ccccc1C(F)(F)F)c1cccc(S(=O)(=O)Nc2ccccc2Cl)c1,-10%,0.0%,0%,1%,7%,-1%,5%
CCOc1ccc(-n2cnc3sc4c(c3c2=O)CCCC4)cc1,.,0.0%,8%,.,-33%,.,17%
O=C1COc2ccc(C(=O)COC(=O)Cc3ccsc3)cc2N1,-8%[46 µM],-1.6%,-6%,-3%,7%,4%,-3%
CC(=O)Nc1ccc(S(=O)(=O)Nc2ccc(S(=O)(=O)N3CCCCCC3)cc2)cc1,-15%,0.0%,25%,2%,-8%[46.1 µM],19%[38.3 µM],-9%
CCn1c(SCC(=O)N2CCCC2)nc2c(c1=O)SC(C)C2 (configuration not stated),-5%,0.0%,-5%,0%,-8%[46.1 µM],27%[38.3 µM],13%
C#CCOCCOCCOCCNc1nc(N2CCN(C(=O)[C@H](Cc3ccc(O)cc3)n3cc([C@@H](N)C(C)CC)nn3)CC2)nc(N2CCN(C(=O)[C@H](Cc3cc4ccccc4[nH]3)n3cc([C@@H](N)C(C)CC)nn3)CC2)n1 (some centres not stated),.,-2.9%,-1%,.,-4%,8%,1%
CCc1ccc2c(COC(=O)c3n[nH]c4ccccc34)cc(=O)oc2c1,?,-3.1%,4%,-5%,?,-23%[38.3 µM],-1%

# A draw from above in order of molar mass, rising.
Molecule,Lamin A splicing,Epigenetic derep,GLA spleen mod,KinaseGlo FLuc,NPSR antag,IMPase Li cell,CBFb-RUNX1 inh
CCn1c(SCC(=O)N2CCCC2)nc2c(c1=O)SC(C)C2 (configuration not stated),-5%,0.0%,-5%,0%,-8%[46.1 µM],27%[38.3 µM],13%
CCc1ccc2c(COC(=O)c3n[nH]c4ccccc34)cc(=O)oc2c1,?,-3.1%,4%,-5%,?,-23%[38.3 µM],-1%
Cc1cc(C)nc(N=Nc2c(O)n(Cc3ccc(Cl)cc3)c3ccccc23)n1,-9%,-3.0%,-1%,-5%,-60%,-2%,1%

# (listing goes on)
Molecule,Lamin A splicing,Epigenetic derep,GLA spleen mod,KinaseGlo FLuc,NPSR antag,IMPase Li cell,CBFb-RUNX1 inh
COc1ccccc1-c1ccc2ncnc(NCCNC(C)=O)c2c1,-13%,.,3%,.,.,-9%,.
O=C(Nc1ccc(S(=O)(=O)N2CCCC2)cc1)c1ccc(CN2CCc3ccccc3C2)cc1,?,-1.0%,-5%,1%,16%,15%,-5%
CCN(CC)C(=O)CSc1nnc([C@@H](N)C(C)C)o1,.,-0.4%,4%,.,6%,.,11%
Cc1cc(C(C)(C)C)c(O)c(C)c1CC1=NCCN1,?,-5.5%,5%,0%,?,26%[38.3 µM],5%
COc1ccc(C(=O)NNC(=O)Cc2ccc(Cl)cc2)cc1,7%[46 µM],2.1%,1%,-1%,-14%,0%,0%
O=C(NNC(=O)C1CCCCC1)c1ccco1,.,-1.1%,-3%,-2%,14%,-2%,0%
O=C(Nc1ccccc1-c1ccccc1)NC1CC2CCCC(C1)N2Cc1ccc(F)cc1 (configuration not stated),.,9.9%,-12%,3%,-45%,31%[activator],0%
COCCNc1nc(-c2ccc(N(C)C)cc2)nc2ccccc12,?,?,3%,-4%,.,22%,.
Cc1cccc(NC(=O)CSC2=NN3CCCC(=O)N=C3S2)c1C,.,-0.2%,3%,.,3%,3%,?
CCOC(=O)C1(S(=O)(=O)c2ccccc2)CCN(Cc2ccccc2)CC1,-8%,-0.3%,-18%,-2%,-14%[46.1 µM],-4%[38.3 µM],-7%
O=C(CSc1nnnn1-c1cccc2c1CCCC2)NC1CCCC1,10%,-0.4%,-1%,5%,-17%[46.1 µM],9%[38.3 µM],1%
Cc1cc(C)nc(SCc2ccc(C(=O)N/N=C/C3CCCCC3)cc2)n1,-5%,-3.8%,4%,1%,-2%,-6%,-5%
C=CCNc1nc(-c2ccc(OC)cc2OC)cs1,0%,4.0%,3%,0%,-25%[46.1 µM],11%[38.3 µM],-22%
O=C(OCC(=O)N1CCOCC1)c1c(Cl)ccc(Cl)c1Cl,.,-1.5%,1%,-2%,9%,5%,2%
CCOC(=O)c1c(C)nc(-c2ccccc2)nc1NC(C)=O,?,0.0%,-4%,-1%,6%[46.1 µM],-4%[38.3 µM],0%
Cc1sc(Cc2nc(O)cs2)nc1-c1ccccc1,.,-0.1%,-4%,0%,-14%,3%,-17%
CCOC(=O)c1ccc(COc2ccc(C(C)C)cc2)o1,.,-1.2%,4%,.,10%,2%,?
O=C(NCCCc1ccccc1)C1CCC(CNc2c(N3CCCCC3)c(=O)c2=O)CC1 (configuration not stated),.,1.1%,-20%,.,3%,.,0%
CN1CCN(CCC(=O)Nc2ccccc2Cl)CC1,6%,0.0%,2%,2%,0%[46.1 µM],5%,2%
Cc1cc(C)c(C)c(C(=O)COC(=O)CNC(=O)CN2C(=O)c3ccccc3C2=O)c1C,1%,0.0%,-1%,2%,-5%[46.1 µM],-8%,6%
CCCc1cc(=O)n2[nH]c(NCc3ccc(OC)cc3)nc2n1,.,1.1%,-16%,3%,4%,-19%,27%
CCOC(=O)CCCc1c[nH]c2ccccc12,4%,-2.2%,-3%,0%,-12%[46.1 µM],6%[38.3 µM],5%
COc1ccc(C(=O)CC(=O)C(=O)NCCc2cccc(C)c2)cc1,?,0.0%,0%,0%,-5%,2%,-8%

# An excerpt (hit frequency here may not be typical).
